FEN1 inh = inhibitors of human flap endonuclease 1; P39748; Recombinant FEN1 flap cleavage, fluorescence, 15 min; Potency, µM (series often up to 114 µM), inactives show at the highest dose activity change, negative = inhibition, usual class: inhibitors; actives 0.35% (n = 390,000); further: nearly all actives have a fitted effect of over 65% in size
Target sequence (P39748 whole entry, looked up): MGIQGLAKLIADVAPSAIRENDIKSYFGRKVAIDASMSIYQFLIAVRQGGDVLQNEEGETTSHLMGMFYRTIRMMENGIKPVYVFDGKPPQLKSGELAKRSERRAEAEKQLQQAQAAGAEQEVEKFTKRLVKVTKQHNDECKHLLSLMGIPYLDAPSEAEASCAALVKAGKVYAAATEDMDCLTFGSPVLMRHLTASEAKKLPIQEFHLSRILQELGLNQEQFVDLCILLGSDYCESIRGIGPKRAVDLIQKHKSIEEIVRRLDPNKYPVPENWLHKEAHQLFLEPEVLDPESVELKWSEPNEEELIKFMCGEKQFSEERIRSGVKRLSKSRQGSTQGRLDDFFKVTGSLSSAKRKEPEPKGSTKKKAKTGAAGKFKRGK
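Compounds are tested as a concentration series against 10 nM FEN1; after a 15 min room-temperature preincubation, 50 nM substrate starts cleavage, with plate reads at 0 and 15 min. Normalized responses are fitted by a Hill equation.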
N370S GC mod = N370S glucocerebrosidase modulation, Gaucher chaperone candidate. actives 0.092% (n = 330,000). N370S GC spleen homogenate, 4MU-glucoside fluorescence. AID 2101. Potency, µM (doses to about 59.4 µM), without a hit: at the top dose activity change, negative = inhibition, actives largely listed as inhibitors. P04062;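 further: 0% = full enzyme activity and -100% = no enzyme basal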
TDP1 inh = TDP1 (human) enzyme inhibition; Q9NUW8; recombinant TDP1, AlphaScreen DNA substrate cleavage; Potency, µM (top dose mostly 130 µM), for the others: at the highest dose activity change, negative = inhibition, hits mostly inhibitors; actives 0.28% (n = 350,000); AID 485290; further: nearly all actives have a fitted effect of over 40% in size
Target sequence (Q9NUW8 whole entry, looked up): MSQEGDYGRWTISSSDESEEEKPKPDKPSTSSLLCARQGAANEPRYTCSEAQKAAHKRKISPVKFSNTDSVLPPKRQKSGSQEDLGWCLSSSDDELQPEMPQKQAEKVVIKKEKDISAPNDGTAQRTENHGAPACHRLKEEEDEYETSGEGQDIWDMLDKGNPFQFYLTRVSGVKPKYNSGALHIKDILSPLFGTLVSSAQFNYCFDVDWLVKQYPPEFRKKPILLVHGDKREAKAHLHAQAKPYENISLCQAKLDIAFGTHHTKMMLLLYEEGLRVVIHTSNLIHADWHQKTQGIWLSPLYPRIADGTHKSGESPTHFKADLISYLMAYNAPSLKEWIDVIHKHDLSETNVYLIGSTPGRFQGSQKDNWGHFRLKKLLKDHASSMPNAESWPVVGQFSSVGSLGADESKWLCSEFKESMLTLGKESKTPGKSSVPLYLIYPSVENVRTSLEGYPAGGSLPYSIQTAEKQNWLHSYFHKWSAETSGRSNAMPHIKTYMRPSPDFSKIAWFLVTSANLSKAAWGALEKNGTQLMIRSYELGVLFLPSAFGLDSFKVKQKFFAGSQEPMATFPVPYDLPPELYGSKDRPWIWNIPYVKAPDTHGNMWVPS
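E. coli-derived human Tdp1, 1 nM final. Cpd preinc 15 min RT; substrate 15 nM final, 5 min RT; AS bead mix 10 ug/ml final, 10 min RT. Signal loss = tyrosine-FITC cleavage. No-enzyme wells = max signal.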
Numbers without * were called inactive; ? = inconclusive; . = no result given; & = joins results of further samples; [ ] = remark or other dose. The call rests on the fitted dose curve; in most records, active means well fitted curve in the direction sought with a large enough effect; inconclusive means small, poorly fitted or top-dose-only effect, or another doubt; inactive means no such curve, though single readings can be large; an effect the other way counts as inactive or inconclusive. Unless noted, on the % scale 0 is the no-effect control and ±100 the full control effect; potency means the concentration at half of the fitted maximal effect.

| molecule | FEN1 inh | N370S GC mod | TDP1 inh |
| --- | --- | --- | --- |
| CCc1ccc(S(=O)(=O)c2cn(CC)c3cc(N4CCCCC4)c(F)cc3c2=O)cc1 | -7% | . | 4% |
| O=C(NCc1ccc(F)cc1)C1CCCN1C(=O)Nc1ccccc1 (stereo not drawn) | -2% | 4% | 2% |
| O=C(CCc1ccccc1)N=C1SC2CS(=O)(=O)CC2N1c1ccccc1F (stereo not drawn) | -8% | 0% | 1% |
| COc1cccc(NC(=O)COC(=O)CCCC2=NS(=O)(=O)c3ccccc3N2)c1 | -3% | ? | 2% |
| COc1ccc(C(=O)NCc2ccc3c(c2)CCN3C(C)=O)c(OC)c1 | 5% | . | -2% |
| Cc1c(C(=O)N(Cc2nccn2C)C(C)C)oc2c(F)cccc12 | 2% | 1% | 3% |
| CN(C(=O)c1cccc(NC(=O)Cc2ccc([N+](=O)[O-])cc2)c1)C1CC1 | -14% | . | 1% |
| COC(=O)c1ccc(CSc2ccc3nnc(-c4ccccn4)n3n2)o1 | 0% | 16% | -2% |
| CCCOC1CCCN(C(=O)CCCn2nnnc2CN2CCOCC2)C1 (stereo not drawn) | 3% | -2% | 0% |
| CCN(CC)C(=O)CSc1nnc([C@@H](N)Cc2ccccc2)o1 | 0% | 0% | 2% |
| CC(C)c1ccccc1NC(=O)Cn1cnc2c1c(=O)n(C)c(=O)n2C | -3% | . | 1%[12.3 µM] |
| O=C(Nc1ccc(S(=O)(=O)Nc2ccccc2)cc1)c1ccc(CN2CCOCC2)cc1 | 11% | -7% | 1% |
| CC/C(C)=C1\SC(N2CCN(c3cccc(C(F)(F)F)c3)CC2)=NC1=O | -17% | 14% | -1% |
| Cc1cc2c(cc1S(=O)(=O)Nc1cccc(Cl)c1C)OCCN2C | 26% | . | -5% |
| O=S(=O)(c1ccc(OCC(O)CN2CCN(c3ccccc3Cl)CC2)cc1)N1CCOCC1 (stereo not drawn) | 1% | 7% | 5% |

Of the compounds above, these contain a Cl atom:
| molecule | FEN1 inh | N370S GC mod | TDP1 inh |
| --- | --- | --- | --- |
| Cc1cc2c(cc1S(=O)(=O)Nc1cccc(Cl)c1C)OCCN2C | 26% | . | -5% |
| O=S(=O)(c1ccc(OCC(O)CN2CCN(c3ccccc3Cl)CC2)cc1)N1CCOCC1 (stereo not drawn) | 1% | 7% | 5% |

Next section:
| molecule | FEN1 inh | N370S GC mod | TDP1 inh |
| --- | --- | --- | --- |
| CCOn1c(=O)c(-c2cccc3ccccc23)[n+]([O-])c2ccccc21 | -1% | -7% | 3% |
| N/C(=N\OC(=O)c1ccc(Br)cc1)c1ccncc1 | -1% | -3% | 4% |
| COc1cccc(NC(=O)N2CCCC2C(=O)NC2CCCC2)c1 (stereo not drawn) | 10% | 0% | . |
| CCOC(=O)C(C#N)=C1CCN(Cc2ccccc2)CC1 | -5% | -2% | . |
| Cn1c(=O)oc2cc(S(=O)(=O)N3CCCC(C(=O)NCCc4ccc(Cl)cc4)C3)ccc21 (stereo not drawn) | 2% | . | 9% |
| O=C1NC(Nc2nccs2)(C(F)(F)F)C(=O)N1CCc1ccccc1 (stereo not drawn) | 10% | 3% | 0% |
| N/C(=N\OC(=O)c1ccco1)c1cccc(Br)c1 | 0% | 22% | -8% |
| NC(=O)c1ccc(N=Cc2ccc([N+](=O)[O-])s2)cc1 | ? | -2% | 0% |
| CN(CC(=O)Nc1ccc(Cl)cc1)C(=O)CNC(=O)Cc1cccc2ccccc12 | 9% | . | 2% |
| C/C=C(\C)CN1CCCC(CO)(Cc2ccccc2)C1 (stereo not drawn) | -9% | 2% | -4% |
| Cc1ccc2nc(SCC(=O)Nc3ccc(F)cc3F)[nH]c2c1 | 1% | 29% | 0% |
| CC(=O)N(C[C@@H](C)C(=O)O)c1c(I)cc(I)c(N)c1I | . | -14%[21.6 µM] | 4%[56.1 µM] |
| O=C(CCc1nc2ccccc2c(=O)[nH]1)OCc1ccc(-c2ccccc2)cc1 | 13% | -3% | 2% |
| CS(=O)(=O)NCCSCc1c(Cl)cccc1Cl | -10% | 5% | 7% |
| COCCNC(=O)CN(C(=O)CCC(=O)Nc1ccccn1)c1ccc(OC)cc1 | 10% | -8% | . |
| OCC1(Cc2ccccc2)CCN(Cc2cnc(-c3ccc(Cl)cc3)nc2)CC1 | 3% | -11% | 6% |
| CCCCCCc1nc2c(=O)[nH]c3ccccc3c2o1 | -2% | 7% | 5% |
| Cc1nn(-c2ccccc2)c(C)c1CN(C)C(=O)c1ccc(S(=O)(=O)NCc2ccco2)cc1 | 1% | . | 7% |
| Cc1ccc(Cl)cc1N1CCN(C(=O)c2sc3nc4n(c(=O)c3c2C)CCC4)CC1 | 3% | . | 3% |
| CC(=O)Nc1ccc(Br)c2ccccc12 | 5% | 1% | 3% |
| CCN1CCN(C(=O)c2ccccc2NC(=O)c2ccc(Cl)cc2)CC1 | 4% | 1% | 1% |
| Cc1cc(OCc2nn[nH]n2)c2c(C)c(CC(=O)O)c(=O)oc2c1 | -2% | 0% | 0% |
| CCN(CC)c1ccc(/C=C/c2nc3ccccc3s2)cc1 | . | 10% | 8% |
| NC(=O)CC[C@H](NC(=O)[C@H](Cc1ccccc1)n1c(=O)[nH]c2ccccc2c1=O)C(=O)N1CCC[C@H]1C(=O)O | -1% | 7% | . |
| COc1ccc(C2CC(=O)N(Cc3cccc(C)c3)c3c2c(C)nn3-c2nc(C)cc(C)n2)c(OC)c1 (stereo not drawn) | -8% | . | 5% |
| Cc1nnc(SCC(=O)N/N=C/c2cn(-c3ccccc3)nc2-c2ccccc2)n1-c1ccccc1 | 0% | 7% | -2% |
| Cc1cc(C(=O)CSCCCn2c(=O)[nH]c3ccccc32)c(C)n1C | -2% | 7% | 7% |
| COC(=O)c1ccc(-c2c(-c3ccccc3)ncc3cc(OC)c(OC)cc23)cc1 | 0% | . | -9% |
| O=C(c1cc(N2CCOCC2)c(F)cc1[N+](=O)[O-])N1CCOCC1 | -4% | -14% | . |
| Cc1ccc(C2CCN(C(=O)c3cnn(-c4cccc(Cl)c4)c3C3CCN(C(=O)OC(C)(C)C)CC3)C2)cc1 (stereo not drawn) | 0% | . | 1% |
| COC(=O)C1=CN(c2ccc(OC)cc2)C=C(C(=O)OC)C1c1ccc([N+](=O)[O-])cc1 | -2% | -2% | 3% |
| Cc1cccc(OCC(=O)NCc2ccc3c(c2)CCN3C(=O)c2ccccc2)c1 | -12% | . | 1% |
| O=C(c1ccc2c(c1)OCO2)C1CCCN(Cc2cn[nH]c2-c2cccc(F)c2)C1 (stereo not drawn) | -4% | -16% | -2% |
| Cc1cc(N2CCCC2)nc(SCC(=O)c2ccccc2)n1 | -6% | 26% | 5% |
| CCOc1ccc(C(=O)Nc2cccc(-c3cc4ccccc4oc3=O)c2)cc1[N+](=O)[O-] | 2% | 5% | 2% |
| CC1CC(NC(=O)N(C)C)N(C)C(=O)N1 (stereo not drawn) | 0% | 0% | 3% |
| COc1ccc(NC(=O)COC(=O)C2CC2)c(OC)c1 | -11% | . | -2%[56.1 µM] |
| CCCS(=O)(=O)N1CCN(C(=O)c2cccs2)CC1 | -7% | -18% | -5% |
| CC(=O)N1CCc2cc(S(=O)(=O)N3CCc4ccccc4C3)ccc21 | 5% | 1% | 3% |
| CCn1c(C)nc2cc(C(=O)N/N=C/c3cccc(OC)c3O)ccc21 | ? | -1% | 4% |
| CC1=NN(CCC#N)C(=O)/C1=C/c1ccc(N(C)C)cc1 | -7% | 13% | 5% |
| CNC(=O)COc1ccccc1C(=O)Nc1ccc2c(c1)oc1ccccc12 | 2% | 12% | 3% |
| CCCCOc1ccc(C(=O)Nc2nnc3n2CCS3)cc1 | 24% | . | 9% |
| CC(C)(C)OC(=O)N1CCC(c2c(C(=O)N3CCN(C(=O)c4ccco4)CC3)cnn2-c2ccccc2Cl)CC1 | 15% | . | 1% |
| CCCS(=O)(=O)c1nc(S(=O)(=O)c2ccc(C)cc2)c(N2CCN(CC)CC2)s1 | -16% | ? | 1% |

Sorted by the number under N370S GC mod (high to low): 3 from the list above
Structure | N370S GC mod
O=C(NCc1ccc(F)cc1)C1CCCN1C(=O)Nc1ccccc1 (stereo not drawn) | 4%
CC1CC(NC(=O)N(C)C)N(C)C(=O)N1 (stereo not drawn) | 0%
CCCS(=O)(=O)N1CCN(C(=O)c2cccs2)CC1 | -18%

Further records follow.
| molecule | FEN1 inh | N370S GC mod | TDP1 inh |
| --- | --- | --- | --- |
| CC(C)NC(=O)Cn1cc(S(=O)(=O)N2CCCC2)c(S(=O)(=O)N2CCCC2)c1 | 17% | 2% | 0% |
| CCOC(=O)C1=C(C)N=c2s/c(=C/c3cccc([N+](=O)[O-])c3O)c(=O)n2C1c1cc(OC)c(OC)c(OC)c1 (stereo not drawn) | -10% | -10% | . |
| CCC1=Nc2cc(C(=O)NCc3ccco3)ccc2Sc2ccc(Cl)cc21 | -13% | -28% | 6% |
| CC(C)(C)c1ccc(S(=O)(=O)NCC(=O)N2CCN(Cc3ccccc3)CC2)cc1 | -18% | -8% | 5%[56.1 µM] |
| CCC(=O)NC(=S)NNC(=O)c1ccc(NC(=O)c2ccccc2)cc1 | -10% | -10% | 8% |
| O=[N+]([O-])c1ccc(N2CCN(CCOCCO)CC2)c([N+](=O)[O-])c1 | -12% | -28% | -8% |
| CC1=NN2C(=N)/C(=C\c3ccc(SCc4ccccc4)o3)C(=O)N=C2S1 | -7% | 11% | 2% |
| Cc1c(C(=O)Nc2ccc3c(c2)OCCO3)oc2ccc(Br)cc12 | -10% | . | 0% |
| COc1cccc(NC(=S)NCc2ccco2)c1 | 8% | 2% | 5% |
| Cc1ccc(NC2CCCN(C(=O)CCN3CCOCC3)C2)cc1C (stereo not drawn) | 12% | -8% | 7% |
| Cc1cccc(N2CCN(c3c(CN4CCCC4)c(=O)oc4ccccc34)CC2)c1C | -16% | . | -6%[12.3 µM] |
| O=C(c1ccc(O)cc1)c1ccc(C(=O)O)c(C(=O)O)c1 | -3% | -12% | . |
| CCN(c1ccc(OCC(=O)OCC(=O)c2c(N)n(C)c(=O)n(C)c2=O)cc1)S(=O)(=O)c1ccccc1 | -4% | -20% | 5% |
| Cc1onc(-c2ccccc2Cl)c1C(=O)N1CCc2ccccc2C1 | -12% | -7% | 5% |
| COc1ccc(C(=O)NCC(c2ccco2)N2CCc3ccccc32)cc1OC (stereo not drawn) | -3% | 2% | . |
| COCCNC(=S)NNC(=O)c1ccc(-n2cnnn2)cc1 | 1% | -4% | 2% |
| Nn1c(C2CCCCC2)nc2ccccc2c1=O | 3% | 9% | . |
| CC(=O)c1cccc(NC(=O)CSc2nc3c(=O)n(C)c(=O)n(C)c3n2C)c1 | 2% | . | -3% |
| Cc1ccc(C)c(N2C(=O)N(Cc3cc(=O)n4ccccc4n3)c3ccccc3S2(=O)=O)c1 | -14% | . | 0% |
| OCCC1CN(Cc2cccc3nonc23)CCN1C1CCCCC1 (stereo not drawn) | 11% | 0% | -5% |
| Cc1cccc2cc(CN(Cc3cccs3)S(=O)(=O)c3ccc4c(c3)OCCO4)c(=O)[nH]c12 | -5% | 28% | 5% |
| N#CCCn1cnc2c1NC=NC2Cl (stereo not drawn) | . | 0% | 3% |
| CC(C)(C)c1ccc(C(=O)C2CCCN(C(=O)CN3CCCC3=O)C2)cc1 (stereo not drawn) | 1% | -1% | . |
| Cc1ccc(NC(=O)c2c([N+](=O)[O-])cnn2C)cc1C | 7% | -3% | . |
| COc1cccc(CN(C)C(=O)Cc2ccc(OC)c(S(=O)(=O)N3CCOCC3)c2)c1 | 6% | -1% | . |
| Cn1c(=O)n(C/C=C/c2ccccc2)c(=O)c2c1nc1n2CCCN1c1ccc(F)cc1 | 4% | -2% | -4% |
| CCOc1ccc2nc(SCc3ccc(F)cc3)sc2c1 | -7% | 19% | . |
| O=C(CN1CCCC1)Nc1ccccc1Cl | 2% | 13% | -5% |
| COc1ccc(Nc2nc(-c3c(C)nc4ncccn34)cs2)cc1 | ? | 18% | 1% |
| Cc1ccc(S(=O)(=O)N2CCOCC2)cc1C(=O)Nc1ccc(-c2cn3ccsc3n2)cc1 | 3% | -14% | 2% |
| CCn1cnc2c(Nc3cc(F)cc(F)c3)nc(C#N)nc21 | 2% | . | 0%&4% |
| COC(=O)CN(C)C(=O)c1ccc2nc(Cc3cccc(Cl)c3)oc2c1 | -1% | 0% | . |
| CCCCCNC(=O)c1cn(CC)c2cc(N3CCN(C)CC3)c(F)cc2c1=O | -3% | -27% | . |
| CCn1cc(-c2cc(C(F)(F)F)n3nc(C(=O)O)cc3n2)c(C)n1 | 0% | -8% | 2% |
| COc1ccc(CCN=Cc2ccc(O)cc2)cc1OC | 4% | -12% | . |
| O=C(C[C@H]1C/C=C\CC[C@@H](Cc2ccc(F)cc2)C(=O)OC[C@H]2CCCN2C1=O)N[C@H](CO)Cc1ccccc1 | -11% | . | 1% |
| COc1ccc(OC)c(CN2CCN(C(=O)c3ccco3)CC2)c1 | -2% | -2% | 5% |
| OCCN1CCN(c2nc(N3CCCCC3)nc(N3CCCCC3)n2)CC1 | 5% | -8% | -3% |

Assay outcomes: PubChem, National Center for Advancing Translational Sciences (NCATS)
